Screens as filed in PubChem BioAssay.
RPL19A-GFP yeast: yeast TOR pathway RPL19A-GFP modulation; S. cerevisiae RPL19A-GFP strain, flow cytometry, 3 h; stronger effect = lower value; percent response vs DMSO, % at 10 µM; 330,000 tested, 0.3% active; AID 2025;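 active = percent response vs DMSO below 50%; inconclusive = fewer than 70 events counted for the yeast strain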;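 note: median channel GFP fluorescence of the barcoded RPL19A-GFP strain; ratio of sample median GFP to plate DMSO average so 100% = DMSO; lower means less RPL19A-GFP as with rapamycin TOR inhibition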
GRK2 inh: inhibitors of human GRK2 displacing RNA aptamer; inhibition of aptamer binding, % at 10 µM; P25098; bead flow cytometry, FAM-aptamer displacement from GRK2; 330,000 tested, 0.59% active; AID 488847;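 active = inhibition of aptamer binding above 40%, roughly 3 SD of noise, on plates passing a quality check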;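 note: median bead fluorescence of bound FAM aptamer so fluorescent compounds give negative values; no value below 0 was filed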
MEP2-GFP yeast: alters MEP2-GFP fluorescence in TOR pathway yeast screen | S. cerevisiae MEP2-GFP strain, flow cytometry GFP, 3 h; 100% = DMSO control level | GFP response vs DMSO, % at 10 µM | 330,000 tested, 0.51% active;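 active = GFP response versus DMSO above a set limit, roughly screen mean plus 3 SD, cut at about 180% in these data; inconclusive = fewer than 70 cells counted for a yeast strain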;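 note: median GFP fluorescence of the barcode-gated MEP2-GFP cells per well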
AGP1-GFP MLPCN: yeast TOR pathway AGP1-GFP modulation; S. cerevisiae AGP1-GFP multiplex flow cytometry, 3 h; GFP as percent of DMSO wells; GFP response vs DMSO, % at 10 µM; 320,000 tested, 0.02% active; AID 2066;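 active = GFP response relative to DMSO above a set limit, near screen average plus 3 SD, cut at about 150% in these data; inconclusive = fewer than 70 cells counted for the yeast strain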;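 note: median GFP channel fluorescence of the gated AGP1 strain per well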
CIT2-GFP yeast: alters CIT2-GFP fluorescence in TOR pathway yeast screen; 320,000 tested, 0.065% active; GFP response vs DMSO, % at 10 µM; S. cerevisiae CIT2-GFP strain, flow cytometry, 3 h; 100 means same as DMSO wells; AID 2029;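 active = GFP response relative to DMSO above a set limit, near the screen mean plus 3 SD, cut at about 150% in these data; inconclusive = Fewer than 70 cells measured for a yeast strain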;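 note: ratio of well median GFP fluorescence to mean of DMSO wells on the plate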
VLA-4 inh: inhibition in a human VLA-4 binding assay; VLA-4 expressing cells, ligand binding flow cytometry; inhibition, % (about 7 µM as worked out from the volumes in the protocol); 330,000 tested, 0.2% active; in the data active = inhibition above about 50%
Target sequence (P13612 whole entry, looked up): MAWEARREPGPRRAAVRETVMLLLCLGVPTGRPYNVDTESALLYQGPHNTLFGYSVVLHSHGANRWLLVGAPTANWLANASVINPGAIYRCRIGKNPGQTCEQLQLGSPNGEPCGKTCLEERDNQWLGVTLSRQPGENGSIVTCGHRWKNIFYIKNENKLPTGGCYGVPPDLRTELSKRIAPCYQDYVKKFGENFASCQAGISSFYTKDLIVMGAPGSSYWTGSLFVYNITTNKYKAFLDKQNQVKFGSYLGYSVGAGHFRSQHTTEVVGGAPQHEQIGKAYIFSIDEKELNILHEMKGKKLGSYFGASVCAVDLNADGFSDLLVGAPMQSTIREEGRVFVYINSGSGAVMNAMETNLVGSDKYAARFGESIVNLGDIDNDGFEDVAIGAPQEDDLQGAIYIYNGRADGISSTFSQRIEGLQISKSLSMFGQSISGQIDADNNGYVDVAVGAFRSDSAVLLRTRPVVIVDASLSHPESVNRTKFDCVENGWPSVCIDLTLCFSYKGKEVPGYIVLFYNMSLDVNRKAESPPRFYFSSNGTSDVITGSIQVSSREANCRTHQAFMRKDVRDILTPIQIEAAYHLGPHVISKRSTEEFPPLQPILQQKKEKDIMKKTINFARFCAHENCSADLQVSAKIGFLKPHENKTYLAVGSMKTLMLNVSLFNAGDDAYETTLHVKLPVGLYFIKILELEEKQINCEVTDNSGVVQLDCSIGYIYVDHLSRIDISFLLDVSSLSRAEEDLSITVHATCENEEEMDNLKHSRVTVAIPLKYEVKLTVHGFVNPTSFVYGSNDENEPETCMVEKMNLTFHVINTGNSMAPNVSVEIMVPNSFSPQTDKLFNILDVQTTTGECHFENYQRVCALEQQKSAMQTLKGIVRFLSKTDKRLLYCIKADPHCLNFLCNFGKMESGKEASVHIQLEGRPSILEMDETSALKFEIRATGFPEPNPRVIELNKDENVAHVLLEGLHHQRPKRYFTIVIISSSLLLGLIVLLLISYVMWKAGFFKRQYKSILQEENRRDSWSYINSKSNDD
LAP4 TOR yeast: modulators of TOR pathway LAP4-GFP in S. cerevisiae | S. cerevisiae LAP4-GFP multiplex, flow cytometry GFP, 3 h; median GFP as percent of DMSO wells | GFP response vs DMSO, % at 10 µM | 320,000 tested, 0.34% active;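 active = GFP response vs DMSO above a set limit, about the screen mean plus 3 SD, cut at about 150% in these data; inconclusive = under 70 cell events counted for the yeast strain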
JMJD2C inh: inhibitors of human GASC-1 (JMJD2C) demethylase; Q9H3R0; GST-JMJD2C(1-420) H3K9me3 demethylation, DELFIA europium; inhibition, % at 2.35 µM; 330,000 tested, 0.069% active; AID 2099;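 active = more than half of a compound's replicate wells show inhibition beyond 50%, single wells judged on their own value; inconclusive = some, but no more than half, of replicates pass 50% inhibition; inactive = no replicate passes 50% inhibition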;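 note: signal counts dimethyl H3K9 product captured on neutravidin plate; 0% = median of DMSO wells and 100% = 0.3 times that DMSO median; strong numbers were not always called active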
Active calls of the source: *; ? = inconclusive; . = no result given.

SMILES	RPL19A-GFP yeast	GRK2 inh	MEP2-GFP yeast	AGP1-GFP MLPCN	CIT2-GFP yeast	VLA-4 inh	LAP4 TOR yeast	JMJD2C inh
CC(=O)c1ccc(NC(=O)CCn2c(=O)oc3ccccc32)cc1	100	0	100	102	100	10	103	?
CCCOc1cccc(C(=O)NC(=S)Nc2cccc(NC(=O)c3ccccc3Cl)c2)c1	102	3	101	98	98	7	100	2
O=C(CCN1CCN(c2ccccc2)CC1)Nc1ccccc1F	102	0	100	100	.	4	89	1
Cc1c(Cl)cccc1NC(=S)NCC(O)c1ccccc1 (stereo unspecified)	101	0	103	100	100	11	95	9
CC(=O)Cc1nsc(NC(=O)c2ccccc2Cl)n1	94	0	73	85	99	2	111	9
O=C(CCn1c(SCC(=O)NCc2ccco2)nc2ccccc2c1=O)NCCc1ccccc1	102	1	103	105	94	8	106	58
O=C(C1CC1)N1CCCC(c2ccc(Cl)cc2)=N1	96	0	98	95	86	-2	108	2
O=C(NCCc1ccc(Cl)cc1)C1CCN(S(=O)(=O)N2CCCC2)CC1	100	1	94	101	103	-2	98	2
CCOC(=O)c1cc(-c2cccs2)nc2c1c(C)nn2-c1ccccn1	90	1	83	82	85	7	95	-6
Cc1ccc(S(=O)(=O)c2c(N)n(Cc3ccco3)c3nc4ccccc4nc23)cc1C	104	0	102	102	93	-37	101	3
CCOC(=O)C(Cc1ccc(NC(C)=O)cc1)N1C(=O)c2ccccc2C1=O (stereo unspecified)	97	0	104	92	98	16	100	5
Cn1nnnc1SCC(=O)Nc1ccc(S(=O)(=O)N2CCOCC2)cc1	84	0	86	89	88	3	83	-1
COc1ccc(OCC(=O)Nc2cccc3cccnc23)cc1	101	5	101	94	91	-16	95	7
CCn1cc(C(=O)N2CCN(c3ccccn3)CC2)c(=O)c2cc(S(=O)(=O)N3CCC(C)CC3)ccc21	99	1	105	103	98	18	97	-7
COc1cc(NC(=O)[C@@H]2CCCN2S(=O)(=O)c2cccc3cccnc23)cc(OC)c1OC	97	2	89	89	121	29	130	0
O=C(Nc1ccc(Cl)c(C(F)(F)F)c1)N1CCCC(O)C1 (stereo unspecified)	89	3	89	.	87	3	91	3
CC(=O)Oc1ccc(C(=O)O)c(OC(C)=O)c1	88	4	86	100	90	15	96	0
Clc1cc(Br)ccc1NCc1cccnc1	101	2	100	98	101	9	100	10
CC(=O)NC(Cc1ccccc1C)C(=O)NC1CCN(C(=O)c2cccc(C)c2)CC1 (stereo unspecified)	96	0	95	104	98	-4	114	-9
CC(C)CCNC(=O)CCC(=O)NNc1nc2ccccc2c2nc(-c3ccccc3)nn12	106	3	107	108	108	-10	104	-9
Cc1cc(C)cc(NS(=O)(=O)c2ccc3[nH]c(=O)ccc3c2)c1	116	1	115	108	111	4	100	4
NS(=O)(=O)c1ccc(CCNC(=O)c2cc(-c3ccco3)nc3ccccc23)cc1	97	2	99	98	97	0	100	.
Cc1ccc(CNC(=O)COC(=O)C2CCC2)cc1	102	2	109	100	113	4	104	1
O=C(Cc1ccccc1)Nc1ccc(NC(=O)c2ccco2)cc1	104	0	104	100	101	-13	93	13
COc1ccc(-n2c(=O)c3ccccc3n(Cc3ccc(F)cc3)c2=O)cc1OC	101	1	109	101	97	20	110	21
(more compounds)
SMILES	RPL19A-GFP yeast	GRK2 inh	MEP2-GFP yeast	AGP1-GFP MLPCN	CIT2-GFP yeast	VLA-4 inh	LAP4 TOR yeast	JMJD2C inh
Cc1cc(C(=O)CSc2nc(N)cc(=O)[nH]2)c(C)n1CCc1ccc(Cl)cc1	92	1	101	96	99	11	98	3
CC(C)Cc1nnc(NC(=O)CCC(=O)Nc2ccc(Cl)cc2)s1	104	1	112	103	104	12	98	-12
Cc1nc(-c2ccc(S(=O)(=O)N3CCOCC3)cc2)cs1	103	0	108	103	105	5	106	-28
O=C(O)/C=C/c1ccccc1[N+](=O)[O-]	110	0	112	102	101	-4	103	-3
Cc1ccc(C2C3CN(C(C)C)CC=C3C(C#N)=C(N)C2(C#N)C#N)cc1 (stereo unspecified)	92	1	132	108	113	-25	110	7
O=C1Cc2cc(S(=O)(=O)Nc3cccc(F)c3)ccc2N1	95	4	96	98	94	10	94	4
CCOC(=O)c1sc(NC(=O)CSc2nnc(Cc3ccccc3)o2)c(C(=O)OCC)c1C	100	2	99	96	86	-6	102	-1
CCN1C(=O)c2ccccc2S(=O)(=O)c2ccc(C(=O)NCCOC)cc21	104	0	112	93	93	-12	88	-5
COc1cccc(C(=O)NCCN2CCN(c3ccccc3)CC2)c1	97	0	91	92	107	-2	81	24
Cc1cc(C)n(-c2nc(NCCN(C)C)c3c4c(sc3n2)COC(C)(C)C4)n1	100	0	103	102	104	-6	109	-8
Cc1c(NC(=S)NC(=O)c2ccco2)c(=O)n(-c2ccccc2)n1C	96	0	94	98	100	-4	91	3
Cc1ccc(Nc2nc(C(=O)N3CCC(C(=O)NC(C)C)CC3)cs2)cc1	99	0	97	109	109	10	109	1
Cc1cc(NC(=O)CCC(=O)N(C2CC2)C(C(=O)NC(C)(C)C)c2ccccc2Cl)no1 (stereo unspecified)	105	0	100	103	106	-13	98	0
Cc1ccc(C)c(S(=O)(=O)NC(C)C(=O)Nc2ccc(-c3nc4ccccc4s3)cc2)c1 (stereo unspecified)	98	1	100	102	97	-41	95	3
CCCn1c(NCc2ccc(C)o2)nc2ccccc21	99	1	103	90	87	1	94	0
CCc1nnc(NC(=O)CSc2nnc(Cc3cc(=O)[nH]c(=O)[nH]3)n2-c2cccc(OC)c2)s1	105	0	104	111	108	0	102	5
CCOc1ccc2nc(NCCNC(=O)C(C)(C)C)c(C)cc2c1	104	0	96	102	96	4	99	.
CC(C)CCn1c(N2CCOCC2)nc2c1c(=O)n(CC(N)=O)c(=O)n2C	96	0	101	101	105	-5	101	9
COc1ccc(C(=O)c2cc([N+](=O)[O-])ccc2N2CCCC2)cc1	99	0	98	97	90	10	100	-7
CCCCSc1ccc2nc(-c3ccc(C#N)cc3)cn2c1	109	3	108	98	98	4	120	4
COc1cccc(N2CCN(C(=O)c3ccc4nc(N5CCC(C)CC5)sc4c3)CC2)c1	96	3	93	101	102	7	108	2
Cc1cc(C)c2c(=O)[nH]n(C3CCOC(C)(C)C3)c2n1 (stereo unspecified)	103	1	108	105	104	3	103	-20
C=CCN1C(=O)c2ccc(C(=O)N3CCN(S(=O)(=O)c4ccc(C(C)C)cc4)CC3)cc2C1=O	94	1	96	108	98	9	109	-2
O=S(=O)(NCC1(N2CCOCC2)CCCCC1)c1ccc(F)c(F)c1F	100	1	101	101	101	5	103	-6
Cc1cc(C)cc(N(CCC#N)C(=O)CN2C(=O)NC3(CCCC3)C2=O)c1	?	0	?	?	?	1	?	15
Additional structures
SMILES	RPL19A-GFP yeast	GRK2 inh	MEP2-GFP yeast	AGP1-GFP MLPCN	CIT2-GFP yeast	VLA-4 inh	LAP4 TOR yeast	JMJD2C inh
O=c1[nH]c(-c2ccccn2)cc2ccccc12	96	0	98	88	95	-14	91	-1
Cc1nc2ccccc2c(=O)n1/N=C/c1cn(-c2ccccc2)nc1-c1cccs1	99	1	106	93	85	-2	103	4
O=C(N/N=C/c1sc(=O)[nH]c1-[n+]1ccccc1)c1ccccc1[O-]	96	0	100	100	91	-12	106	15
Cn1nc(C(F)(F)F)c(-c2ccc(F)cc2)c1NC(=O)CSCC(=O)O	96	2	102	99	90	-1	104	-1
COc1ccc(CC(=O)Nc2ccc(-c3cn4ccccc4n3)cc2)cc1OC	101	1	111	103	105	9	93	8
CCOC(=O)N1CCN(C(=O)c2csc3c2CCCCC3)CC1	91	0	94	93	89	1	99	27
Cc1nn(Cc2nnc(SCC(=O)Nc3cccc(C(F)(F)F)c3)n2C)c(C)c1[N+](=O)[O-]	93	0	89	112	111	1	108	-1
O=C(O)C1=CC[C@@H](c2ccc(Cl)cc2)N(S(=O)(=O)c2ccc(Cl)cc2)[C@H]1c1ccccc1	99	0	92	88	116	10	137	0
CCOC(=O)CC1ON(C)C(=O)N1c1ccc([N+](=O)[O-])cc1 (stereo unspecified)	100	0	96	96	88	9	93	3
N#Cc1c2ccccc2nc2ccccc12	101	2	109	106	104	-4	101	5
O=C(COC(=O)CCc1ccc(S(=O)(=O)N2CCOCC2)cc1)Nc1ccc(Cl)cn1	101	3	99	.	103	-6	98	0
CC12CN3CC(C)(CN(C1)C3c1ccc(Cl)cc1Cl)C2O (stereo unspecified)	100	2	99	108	90	2	90	-3
S=c1[nH]nc(-c2ccc3ccccc3n2)n1-c1ccccc1	98	1	93	91	98	2	87	3
O=C(CSc1n[nH]c(=O)[nH]c1=O)NCC1CCCCC1	108	4	103	110	108	4	100	-2
COc1cc(C(=O)OCC(=O)N2CCN(C(C)=O)CC2)ccc1OCC(C)C	102	4	105	109	107	2	103	-2
COc1cccc(Nc2ncc(C#N)c(N)n2)c1	95	3	100	100	81	8	112	6
C=CCN(CC=C)Cc1c(O)ccc2c(=O)c(-c3ccccc3)coc12	102	0	104	104	104	-4	99	3
CCCCN(C(=O)CSc1nnc(-c2ccc(OC)cc2)n1CC)c1c(N)n(Cc2ccccc2)c(=O)[nH]c1=O	100	88*	108	95	96	6	104	2
Cc1ccnc(NC(=O)c2cc3c(=O)oc4ccc(C)cc4c3s2)c1	96	2	102	96	91	0	105	1
CC1(C)CC(=O)C2=C(C1)OC(c1ccncc1)C(C#N)=C2N (stereo unspecified)	98	3	100	.	101	7	106	-6
CC1CN(CC(=O)NCc2ccc(F)cc2)CC(C)O1 (stereo unspecified)	96	0	91	91	91	-18	88	0
O=C(CNC(=O)c1ccco1)NCc1ccc2c(c1)OCO2	97	1	100	100	101	4	99	6
COc1nc(Oc2ccc(/C=N/O)cc2)nc(N(C)C)n1	99	0	104	101	89	6	102	8
CC(=O)Oc1ccccc1C(=O)O	97	0	92	90	103	-3	99	2
FC(F)(F)c1cccc(Cc2noc(CN3CCC(c4ccncc4)CC3)n2)c1	95	0	87	94	95	6	91	2
Going on with the list:
SMILES	RPL19A-GFP yeast	GRK2 inh	MEP2-GFP yeast	AGP1-GFP MLPCN	CIT2-GFP yeast	VLA-4 inh	LAP4 TOR yeast	JMJD2C inh
CC1(C)OC(c2ccccc2)=C/C(=C/C=Nc2ccccc2)O1	88	1	94	78	80	-1	88	9
COc1ccccc1N1CCN(C(=O)CNS(=O)(=O)c2ccc(Br)s2)CC1	101	1	83	102	96	4	100	-9
CN(C)C(=N)c1n[nH]nc1SCc1ccccc1	98	1	105	97	96	-1	101	-16
O=C(Nc1cccc(Cl)c1)C1CCN(C(=O)c2cccs2)CC1	115	0	120	116	110	7	120	-5
COc1ccc(OCC(=O)Nc2ccc(N3CCC(C)CC3)cc2)cc1	99	0	104	101	99	5	103	5
CCN1CCc2c(sc(NC(=O)CN3C(=O)c4ccccc4C3=O)c2C(N)=O)C1	96	0	91	100	98	37	94	3
CC(=O)NCCCc1nc2ccccc2n1Cc1ccc(C)cc1	93	2	93	91	87	7	89	-30
COc1ccc(OCC(=O)NC2CCCN(Cc3ccc(Cl)cc3)C2)cc1 (stereo unspecified)	95	0	95	96	.	-3	78	0
COc1ccc(CC(=O)OCC(=O)Nc2ccc(Br)cc2)cc1	104	0	95	94	98	6	101	-1

Shown as a hit in GRK2 inh (from the list above):
SMILES	RPL19A-GFP yeast	GRK2 inh	MEP2-GFP yeast	AGP1-GFP MLPCN	CIT2-GFP yeast	VLA-4 inh	LAP4 TOR yeast	JMJD2C inh
CCCCN(C(=O)CSc1nnc(-c2ccc(OC)cc2)n1CC)c1c(N)n(Cc2ccccc2)c(=O)[nH]c1=O	100	88*	108	95	96	6	104	2
